OXTR agonist: agonists of human oxytocin receptor | P30559 | CHO-OTR cells, Fluo-8 calcium fluorescence; normalized: DMSO 0%, oxytocin 100% | activation, % at 3 µM | 320,000 compounds, 0.32% hits;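 active = activation above the mean of all tested compounds plus 3 SD, cutoff set per screening run, cut at about 20% in these data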;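 also: peak over basal fluorescence ratio from a 100 s FLIPR kinetic read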
Target sequence (P30559 whole entry, looked up): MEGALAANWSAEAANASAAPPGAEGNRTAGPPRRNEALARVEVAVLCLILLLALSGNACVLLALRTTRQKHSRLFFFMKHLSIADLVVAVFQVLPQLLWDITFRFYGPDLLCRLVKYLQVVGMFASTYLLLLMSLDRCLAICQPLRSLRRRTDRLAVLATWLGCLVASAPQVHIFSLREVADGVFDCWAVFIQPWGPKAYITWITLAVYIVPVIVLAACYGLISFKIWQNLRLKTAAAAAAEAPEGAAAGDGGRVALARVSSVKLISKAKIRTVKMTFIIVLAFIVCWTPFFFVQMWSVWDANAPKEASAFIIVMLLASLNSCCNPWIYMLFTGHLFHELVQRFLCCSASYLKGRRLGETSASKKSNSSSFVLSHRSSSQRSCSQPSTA
V1R ag counter: counter-screen for oxytocin receptor agonists: human V1a receptor agonists. P37288. CHO-V1R cells, Fluo-8 calcium fluorescence, agonist mode; 0% DMSO, 100% 3 nM vasopressin. activation, % at 3 µM. 320,000 compounds, 0.25% hits;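 active = activation above the mean activation of all tested compounds plus 3 SD, per screening run, cut at about 20% in these data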;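 also: signal is peak over basal fluorescence ratio across a 100 second FLIPR read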
Target sequence (P37288 whole entry, looked up): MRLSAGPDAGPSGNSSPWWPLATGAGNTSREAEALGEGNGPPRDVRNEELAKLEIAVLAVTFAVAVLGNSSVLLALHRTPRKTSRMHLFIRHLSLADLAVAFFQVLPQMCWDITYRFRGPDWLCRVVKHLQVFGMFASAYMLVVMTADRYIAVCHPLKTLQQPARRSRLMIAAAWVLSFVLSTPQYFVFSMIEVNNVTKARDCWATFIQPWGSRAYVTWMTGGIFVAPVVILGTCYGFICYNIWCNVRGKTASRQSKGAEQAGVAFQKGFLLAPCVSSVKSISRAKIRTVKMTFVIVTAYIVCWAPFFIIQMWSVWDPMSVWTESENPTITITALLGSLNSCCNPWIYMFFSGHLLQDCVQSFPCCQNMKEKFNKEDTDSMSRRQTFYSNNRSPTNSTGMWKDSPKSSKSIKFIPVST
NS3 helicase inh: blocks Hepatitis C virus NS3 helicase unwinding | NS3 helicase DNA unwinding, Cy5 molecular beacon fluorescence | inhibition, % at 10.9 µM | 290,000 compounds, 0.56% hits;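 active = inhibition above the mean of all tested compounds plus 3 SD, set per campaign, cut at about 35% in these data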;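 also: 0% = DMSO wells and 100% = thioflavine S control wells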
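Assay system: hepatitis C virus NS3 helicase domain fragment enzyme. Also added: annealed dual-labelled DNA beacon duplex, ATP-started. Timing: 1 h reaction at 25 °C, ATP-initiated. Technique: Cy5 fluorescence at 0 and 60 min, beacon hairpin quenching. Evaluation: % inhibition of unwinding. Replication: one well per compound.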
GPR7 antag: blocks human GPR7 receptor signaling | P48145 | GPR7-expressing cells, fluorescence antagonist assay | inhibition, % at 4.4 µM | 290,000 compounds, 1.1% hits | AID 1861; in the data active = inhibition above about 16%, passing the limit was not always enough;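 also: cells stimulated with the agonist NPW; 0% = agonist with vehicle and 100% = vehicle without agonist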
VIM-2 inh: inhibitors of Pseudomonas aeruginosa VIM-2 metallo-beta-lactamase; purified VIM-2, nitrocefin hydrolysis, epi-absorbance fluorescence; inhibition, % at 5.6 µM; 290,000 compounds, 0.89% hits;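 active = inhibition above the mean of all tested compounds plus 3 SD, cutoff set per screening run, cut at about 7.5% in these data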;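 also: red hydrolysis product quenches plate fluorescence so inhibitors raise well fluorescence; 0% = enzyme with DMSO and 100% = DMSO without enzyme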
GalR3 antag: human GalR3 antagonism | AID 651719 | HEK293 GalR3-CNG cAMP membrane potential fluorescence; galR3 body fused to GalR1 C-terminus | O60755 | inhibition, % at 3 µM | 360,000 compounds, 0.44% hits;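 active = inhibition above the screen-wide average plus 3 SD, cut at about 13% in these data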;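 also: forskolin and galanin both at EC90 stimulate the cells; cAMP rise reported by CNG channel membrane potential dye signal; 0% = forskolin plus galanin with DMSO and 100% = forskolin alone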
IMP-1 inhibitor: inhibitors of Pseudomonas aeruginosa IMP-1 metallo-beta-lactamase; 290,000 compounds, 0.45% hits; inhibition, % at 5.6 µM; purified IMP-1, nitrocefin hydrolysis, epi-absorbance fluorescence;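 active = inhibition above the mean plus 3 SD of all compounds in the same screening run, cut at about 4.5% in these data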;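 also: 0% = IMP-1 with DMSO and 100% = DMSO wells lacking enzyme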
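System: Purified recombinant IMP-1 metallo-beta-lactamase enzyme | Measured by: Fluorescence quenching readout, ex 480/em 530 nm | Replication: Singlicate | Incubation: 15 min preincubation plus 25 min reaction at 25 °C | Evaluation: Percent inhibition from optical density relative to buffer-blank wells | Benchmarks: DMSO with and without IMP-1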
DNA FID counter: fluorescent intercalator displacement, NS3 helicase counter-screen | AID 1845 | DNA fluorescent intercalator displacement, fluorescence | 290,000 compounds, 0.17% hits | inhibition, % at 7.9 µM; in the data active = inhibition above about 37%;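 also: 0% = vehicle and 100% = reference compound; higher means more ethidium bromide displaced from hairpin DNA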
PHOSPHO1 block: PHOSPHO1 (human) inhibition | AID 1565 | inhibition, % at 13.3 µM | 290,000 compounds, 1.1% hits | recombinant PHOSPHO1, absorbance phosphatase assay | Q8TCT1; in the data active = inhibition above about 60%
Target sequence (Q8TCT1 whole entry, looked up): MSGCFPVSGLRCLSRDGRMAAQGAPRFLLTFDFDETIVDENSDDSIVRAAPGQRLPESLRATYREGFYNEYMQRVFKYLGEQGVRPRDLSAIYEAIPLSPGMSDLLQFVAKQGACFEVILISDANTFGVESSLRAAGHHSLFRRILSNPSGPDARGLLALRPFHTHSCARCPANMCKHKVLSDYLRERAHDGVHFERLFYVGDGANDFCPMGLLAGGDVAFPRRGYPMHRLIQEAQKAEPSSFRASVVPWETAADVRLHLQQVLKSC
Numbers without * were called inactive; nt = not tested or not shown.

SMILES	OXTR agonist	V1R ag counter	NS3 helicase inh	GPR7 antag	VIM-2 inh	GalR3 antag	IMP-1 inhibitor	DNA FID counter	PHOSPHO1 block
Cn1c(SCCOc2cccc(Cl)c2)nnc1-c1ccncc1	0.6	0.6	1.6	2.9	0.0	4.4	-1.9	-14.3	-49.1
COc1cc(C(=O)N2CCCc3ccccc32)cc(OC)c1OC	-0.9	0.8	-0.8	-4.0	-1.2	-5.0	-4.2	-18.1	8.0
CCOC(=O)c1c(NC(=O)CSc2nc3nc(C)cc(C)n3n2)sc(CC)c1C	0.7	-0.3	4.4	-5.5	0.5	-4.9	-0.1	-4.3	-6.8
CCOC(=O)C1(CC2CCCCO2)CCN(Cc2cccnc2)CC1 (stereo unspecified)	0.5	-0.2	-1.9	-10.4	-1.6	0.3	-2.4	-4.3	36.8
NS(=O)(=O)c1ccc(NC(=O)NC2CCCCC2)cc1	0.5	1.0	-2.6	-2.1	-4.0	0.2	-4.4	-2.5	3.2
COc1cc2c(C#N)c(N3CCc4ccccc4C3)nc(N)c2c(N)n1	0.2	0.1	12.6	-13.2	1.1	-1.0	0.6	-8.9	6.3
Cn1c(O)c(N=NC(=N)N)c2ccccc21	0.9	-0.9	4.8	-11.8	0.4	0.1	-1.1	2.4	-5.9
CS(=O)(=O)N(Cc1ccccc1)c1ccc(C(=O)Nc2ccccc2C(=O)O)cc1	-2.3	-0.1	34.2	-0.5	-2.2	-10.0	-4.5	-18.5	3.1
CCOc1ccccc1CNC(=O)CNC(=O)c1cccs1	0.6	0.9	5.6	-5.3	0.3	nt	1.0	-11.0	45.3
CC1=Nn2c(nnc2-c2ccccc2Cl)SC1	-0.1	0.4	-5.0	24.5	-1.3	-3.8	-0.8	2.7	73.8*
COc1ccc(CCNC(=O)C23CN(Cc4ccccc4)CC2C(c2cccc([N+](=O)[O-])c2)=NO3)cc1 (stereo unspecified)	-1.2	0.3	-19.1	11.4	-0.3	-0.9	-2.1	-11.8	25.3
Cc1onc(-c2c(Cl)cccc2Cl)c1C(=O)Nc1c(C)n(C)n(-c2ccccc2)c1=O	nt	nt	-1.5	-1.5	0.1	-2.4	2.3	-11.5	-22.1
COc1cc(S(=O)(=O)NC2CCCC2)ccc1F	-1.3	-1.0	1.7	-2.7	-2.7	-3.6	2.2	-2.3	12.5
Cc1ccc(CNC(=O)CCC2CCCN(Cc3cc4ccccc4o3)C2)o1 (stereo unspecified)	-1.1	-0.5	-2.1	-11.5	-1.0	3.2	-2.9	-2.2	12.9
Cc1ccc(/C([O-])=C(/C(=S)NCc2ccco2)[n+]2ccccc2)cc1	0.5	1.6	6.3	-8.2	-1.1	nt	2.0	-5.2	99.7*
CCOc1ccc(CCNC(=O)Cn2c(=O)c3cccn3c3cccnc32)cc1	5.2	0.1	2.4	5.2	-5.8	1.9	-4.6	-32.5	27.3
COCCN1Cc2cccc(C(=O)Nc3ccc(C)cc3)c2C1=O	-0.7	-0.6	8.1	-16.4	-1.7	-5.9	-2.4	-6.9	-12.6
Cc1ccc(NC(=O)N2CCCC(C(=O)O)C2)cc1 (stereo unspecified)	0.5	0.4	-8.1	-10.5	-1.8	-5.6	-1.9	-3.5	23.6
CC(C)(C)c1ccc(C(=O)NCc2ccc(Cl)cc2)cc1	-1.4	-0.1	2.1	1.2	-0.8	1.4	-3.0	-3.3	33.8
Cc1ccccc1NC(=O)OCc1ccccc1	-1.4	-1.5	11.8	-17.4	-4.3	-12.3	-3.8	-8.2	23.9
Cc1c(NC(=O)CS(=O)(=O)c2ccccc2)c(=O)n(-c2ccccc2)n1C	0.7	-0.8	-13.7	-0.1	0.2	1.4	0.1	-2.1	42.8
Cc1cc2ncn(CCOc3ccccc3C#N)c2cc1C	1.6	5.0	-1.3	-2.4	-0.8	-4.5	-1.9	-4.4	17.3
O=C(CN1CCOc2ccccc21)NCc1ccccc1	0.3	-0.2	-5.4	-5.2	-2.1	-0.7	-3.0	-5.2	-11.1
COC(=O)C(C)NC(=O)c1ccc(C(C)(C)C)cc1 (stereo unspecified)	-0.4	1.0	-3.8	-8.0	-2.8	-1.7	-5.4	-2.3	2.5
COc1cccc(NC(=O)Cn2cnc3c(oc4nc5c(cc43)CCCC5)c2=O)c1	-0.1	-0.9	-1.5	-13.0	-2.2	-0.4	-2.2	-12.2	27.6
CCCCn1c(=O)[nH]c(=O)c2c1nc(Cn1ncc(Cl)c(Cl)c1=O)n2CCC	-1.7	-1.1	13.1	-8.9	-4.9	23.3*	-1.3	-30.9	30.4
COC(=O)Nc1ccc2ncn(C)c(=O)c2c1	0.6	-0.9	2.2	4.7	-2.7	1.5	-4.6	-0.9	2.7
COc1cccc(C(=O)N(CN2CCCC2=O)c2cccc(Cl)c2)c1	-0.5	-0.1	5.8	2.4	-4.5	-3.3	-4.6	-23.8	22.4
S=c1[nH]nc(-c2ccc(Cl)cc2Cl)n1-c1ccc(Cl)cc1	-1.9	-1.1	-2.5	-5.5	-0.3	-4.1	0.3	-32.1	-125.0
C=C(C)Cn1c(N2CC(C)CC(C)C2)nc2c1c(=O)[nH]c(=O)n2C (stereo unspecified)	-1.7	-1.6	nt	nt	nt	1.2	nt	nt	8.5

Part of the list above, reduced to PHOSPHO1 block, GalR3 antag and GPR7 antag.
Structure,PHOSPHO1 block,GalR3 antag,GPR7 antag
COC(=O)C(C)NC(=O)c1ccc(C(C)(C)C)cc1 (stereo unspecified),2.5,-1.7,-8.0
COc1cccc(NC(=O)Cn2cnc3c(oc4nc5c(cc43)CCCC5)c2=O)c1,27.6,-0.4,-13.0
CCCCn1c(=O)[nH]c(=O)c2c1nc(Cn1ncc(Cl)c(Cl)c1=O)n2CCC,30.4,23.3*,-8.9

(continued)
SMILES	OXTR agonist	V1R ag counter	NS3 helicase inh	GPR7 antag	VIM-2 inh	GalR3 antag	IMP-1 inhibitor	DNA FID counter	PHOSPHO1 block
CC(C)(C)c1ccc(C(=O)NCC(=O)O)cc1	0.8	1.7	4.3	-3.2	-2.8	3.5	-2.9	-1.4	28.8
COCCN(C(=O)c1snc(C(N)=O)c1N)C(C(=O)NC1CCCCC1)c1cc(OC)c(OC)c(OC)c1 (stereo unspecified)	0.6	1.1	7.6	-5.0	-2.1	-6.1	-3.9	-28.7	29.1
CSc1ncccc1C(=O)OCC(=O)NC(C)C	0.0	0.6	-6.3	-8.6	-1.0	-7.2	-3.5	-2.9	35.8
COc1ccc(-c2nnn(CCc3nn[nH]n3)n2)cc1OC	1.1	0.7	-18.6	4.0	0.4	-2.9	-1.1	0.7	6.3
C=CCSc1nnc(-c2cc(C(C)(C)C)nn2Cc2ccc(F)cc2)n1C	-3.5	-1.5	-3.3	5.7	0.2	-8.5	-2.1	-42.4	34.2
COc1ccc(OC)c(NC(=O)C2CCCN(S(=O)(=O)c3ccc(-n4cnnn4)cc3)C2)c1 (stereo unspecified)	-0.6	1.0	-11.9	14.5	0.5	-6.4	-1.8	-28.4	-6.5
O=C1CCc2cc(S(=O)(=O)NC(Cc3ccccc3)C(=O)NC3CCCC3)ccc2N1 (stereo unspecified)	0.0	-0.6	21.4	-16.5	-2.4	3.7	-2.1	-14.3	-11.5
CCC[C@@H](CN[C@@H](CNC)[C@H](C)CC)NCC1CCC(C(C)(C)C)CC1 (stereo partly specified)	3.9	1.2	-76.4	47.4*	-3.0	-6.5	1.6	40.3*	15.1
CC1(C)Cc2c(sc3nc(SCC(=O)O)nc(N)c23)CO1	-0.2	0.5	-4.4	-22.4	-1.9	-7.4	-3.0	0.5	34.8
CN(C)c1ccc(CN2CCCCCC2)cc1	0.8	-0.2	11.8	2.0	-2.3	-4.6	-3.5	7.2	-5.4
CC(C)CC(NC(=O)C1CCC(C)CC1)C(=O)Nc1ccccn1 (stereo unspecified)	-1.7	-1.4	-5.8	-3.7	-1.7	-2.3	-0.3	-12.9	-2.2
O=c1[nH]c(SCc2ccccc2)nc2ccsc12	-2.2	0.2	4.0	-6.9	-1.4	-7.8	-3.1	-4.3	20.4
Cc1ccc(S(=O)(=O)CCC(=O)OCc2ccc(Cl)c(Cl)c2)cc1	-1.8	2.3	-22.2	0.3	-3.8	-1.3	-3.8	-5.9	-28.9
COC(=O)c1cc2ccsc2n1Cc1nc(-c2ccc(Cl)cc2)oc1C	0.0	-0.2	-2.9	-3.1	-1.5	2.6	-0.9	-11.6	-9.3
COc1ccccc1C(=O)Nc1ccc(NC(=O)c2ccco2)c(C)c1	0.2	0.1	1.5	4.9	-4.0	4.5	-1.7	-19.1	2.3
O=C(CSc1ccc2ccccc2c1)NCCc1ccc(O)c(O)c1	1.7	5.8	7.1	13.2	-2.2	4.4	-3.3	-7.4	-7.7
O=C(Cc1cccs1)N/N=C/C=C\c1ccccc1[N+](=O)[O-]	-0.3	2.4	-7.7	-3.8	-6.6	-4.6	-6.4	-4.9	-15.4
Cc1cc(C(=O)N/N=C/c2ccc3c(c2)OCO3)c(C)n1-c1ccc(F)cc1	-0.9	-1.1	-3.6	-3.1	-1.1	-3.5	-3.2	-11.6	36.2
CC(C)n1nc(CC(=O)O)c2ccccc2c1=O	0.6	4.6	-4.0	-4.9	-2.7	0.0	-1.9	10.8	41.1
COc1cc(OC)cc(-n2nc(C(=O)N3CC(C)CC(C)C3)c3ccccc3c2=O)c1 (stereo unspecified)	-1.0	-0.8	2.2	10.5	2.0	-6.6	-0.7	-10.1	21.8
COc1cc2c(cc1OC)CN(CC(=O)Nc1ccccc1C(=O)NCc1ccccc1)CC2	-1.2	0.1	-10.3	1.4	-0.2	-4.3	-1.4	-36.4	17.4
CCOC(=O)C1CCN(CCC(=O)Nc2ccccc2)CC1	0.6	0.8	1.2	51.4*	-2.7	-1.4	-6.0	-1.3	5.7
NNc1nc2cccnc2n(CCNc2ncc(C(F)(F)F)cc2Cl)c1=O	-0.8	-0.3	-1.5	-2.0	-4.3	-2.0	-4.0	-5.5	28.0
CCOC(=O)C1CCN(C(=O)CN(c2cccc(OC)c2)S(=O)(=O)c2ccccc2)CC1	0.0	0.9	3.1	-9.7	-5.0	-5.6	-5.4	-31.2	-20.8
Cc1nc(CN2CCOCC2)cc(=O)[nH]1	-0.5	1.3	-0.2	-11.5	-0.9	-4.7	-1.6	-1.8	45.2
COc1cccc(C(=O)N/N=C2\SCC(=O)N2Cc2ccc3c(c2)OCO3)c1	0.0	0.3	2.7	-8.6	-3.2	-4.5	-2.6	-12.1	-21.9
O=C(COC(=O)/C=C/c1ccccc1)NCc1ccccc1Cl	-1.3	1.2	-10.1	-10.9	-5.5	-2.9	-2.8	-22.8	28.7
Cc1ccc(CNc2ccc3c(c2)ncn3C(C)C)cc1	-1.3	2.7	-4.1	21.7	-0.4	-3.0	-2.4	-1.4	21.9
CCCNC(=O)c1c(N)n(-c2ccc3c(c2)OCO3)c2nc3ccccc3nc12	-0.2	0.1	8.8	1.0	-4.5	-4.1	-3.0	-1.2	4.6
Cc1cccc[n+]1CC(=O)c1ccccc1	-0.5	0.4	12.8	-18.9	-0.6	-8.5	-3.2	-2.5	31.3

Bioassay records from PubChem BioAssay.
